hiPSC survival: hiPSC single-cell survival enhancement. AID 602274. 360,000 compounds, 0.044% hits. survival enhancement, % at 20 µM. ATPlite luminescence; 100% = ROCK inhibitor wells, 0% = DMSO; in the data active means survival enhancement above about 18%;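 further: cells exposed to compounds for 16 hours before the ATP read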
Cardio protect: modulators protecting cardiomyocytes from myocardial damage; protection from H2O2 cell death, % at 20 µM; 360,000 compounds, 0.63% hits; H9c2 cardiomyocytes, H2O2 injury protection, ATPLite, 2 h;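 active means compounds giving at least 50% protection of heart cells from peroxide-induced death in the single-dose screen, raw or plate-pattern-corrected value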;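 further: 0% = DMSO wells with peroxide and 100% = DMSO wells without peroxide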
CaV13 FRET inh: Primary screen for inhibitors of IQ motif and Ca2+-dependent inactivation inhibitor domain binding in CACNA1D, Förster resonance energy transfer in living cells, …. HEK cells, CFP/YFP FRET ICDI-IQ, plate reader, 10 min; percent FRET-ratio fall versus neutral wells. inhibition, % at 12.3 µM. 340,000 compounds, 0.098% hits. AID 743397;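 active means mean replicate inhibition of at least 30% and at least 1% of replicates passing that level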;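 further: 0% = median of the neutral control wells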
aDG glyco up: increases alpha dystroglycan glycosylation. Pro5-aDG cells, alpha-DG glycosylation AlphaScreen (IIH6); 0% Pro5, 100% B10-LARGE cell signal. activation, % at 10 µM. 360,000 compounds, 0.22% hits. AID 624168;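 active means activation of at least 8% versus controls, or a plate z-score of at least 8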;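 further: Pro5 are CHO cells carrying HIG-tagged alpha-DG that lacks glycosylation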
Glyco luc inh: blocks N-linked glycosylation in D54 reporter cells; D54 ERlucT glycosylation luciferase reporter, 24 h; percent of 100 nM tunicamycin response; reporter increase, % at 12.5 µM; 360,000 compounds, 0.23% hits; AID 588692;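 active means mean luciferase reporter signal, scaled so untreated is 0 and the glycosylation-blocking control 100, at or above a set limit in every replicate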;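 further: luciferase carries N-glycosylation sites so blocking glycosylation raises the light; 0% = median of neutral control wells and 100% = median of 100 nM tunicamycin wells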
m5-HT2A agonist: agonists of mouse serotonin 5-HT2A receptor (HTR2A); activation, % at 7.6 µM; 360,000 compounds, 0.66% hits; P35363; CHO-K1 mHTR2A beta-arrestin complementation, luminescence; percent of 30 µM serotonin response; AID 624169;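 active means activation above a run cutoff, the mean activation of all tested compounds plus 3 SD, cut at about 14% in these data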;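 further: 0% = plate median of compound wells and 100% = 30 µM serotonin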
Vif inh: HIV Vif inhibition | 340,000 compounds, 0.35% hits | inhibition, % at 7.49 µM | HEK293T cells, Vif self-association by quenched fluorescence, imaging, 24 h | AID 602346; in the data active means inhibition above about 50%, passing the limit was not always enough; further: some results filed as inactive read as strong as hits
ABCB6 inh MLPCN: blocks the human ABCB6 transporter | fluorescence ratio to DMSO, % at 10 µM | 360,000 compounds, 0.19% hits | Q9NP58 | K562-ABCB6 porphyrin accumulation, flow cytometry, 1 h; stronger effect = lower value;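 active means fluorescence ratio to DMSO below 75%, the collection mean minus 3 SD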;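 further: signal is porphyrin accumulated inside mitochondria; 100% equals median channel fluorescence of DMSO control wells; lower ratio means ABCB6 inhibition with less porphyrin fluorescence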
Target sequence (Q9NP58 whole entry, looked up): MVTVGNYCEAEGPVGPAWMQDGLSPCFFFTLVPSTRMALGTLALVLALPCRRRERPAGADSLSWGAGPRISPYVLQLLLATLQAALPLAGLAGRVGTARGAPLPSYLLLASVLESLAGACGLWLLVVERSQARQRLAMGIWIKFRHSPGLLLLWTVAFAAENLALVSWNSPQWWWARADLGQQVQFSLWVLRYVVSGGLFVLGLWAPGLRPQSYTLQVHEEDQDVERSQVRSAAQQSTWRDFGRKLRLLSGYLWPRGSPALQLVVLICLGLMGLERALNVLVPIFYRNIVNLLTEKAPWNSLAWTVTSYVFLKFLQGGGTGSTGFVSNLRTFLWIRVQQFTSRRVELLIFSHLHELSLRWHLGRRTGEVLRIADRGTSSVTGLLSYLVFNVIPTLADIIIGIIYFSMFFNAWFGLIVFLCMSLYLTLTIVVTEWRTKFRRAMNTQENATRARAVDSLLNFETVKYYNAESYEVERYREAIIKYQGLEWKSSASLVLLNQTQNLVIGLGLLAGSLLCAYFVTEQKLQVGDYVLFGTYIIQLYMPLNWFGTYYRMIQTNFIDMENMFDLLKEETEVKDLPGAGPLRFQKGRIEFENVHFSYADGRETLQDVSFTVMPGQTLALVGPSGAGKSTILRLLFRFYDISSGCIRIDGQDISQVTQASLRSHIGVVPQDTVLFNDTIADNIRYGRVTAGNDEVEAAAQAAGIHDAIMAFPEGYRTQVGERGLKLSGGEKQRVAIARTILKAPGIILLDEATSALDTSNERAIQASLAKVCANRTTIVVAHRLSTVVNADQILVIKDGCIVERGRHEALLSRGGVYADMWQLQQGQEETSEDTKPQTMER
PDI turbidity: PDI (human) enzyme inhibition; P07237; PDI insulin aggregation turbidity, A650, 90 min; inhibition, % at 10 µM; 350,000 compounds, 0.052% hits; AID 588391;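 active means mean inhibition across replicates of 30% or more, whatever share of single replicates reach that level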;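 further: absorbance from insulin aggregation driven by PDI reduction with DTT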
Exocytosis inh: lytic granule exocytosis inhibition; inhibition, % at 10 µM; 360,000 compounds, 0.66% hits; TALL-104 LAMP-1 surface exposure, flow cytometry; cells stimulated with thapsigargin and PMA;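 active means inhibition above about 55%, limit read from the data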
Active calls of the source: *.

How did Nc1ncnc2c1nc(N1CCCCC1)n2[C@@H]1O[C@H](CO)[C@@H](O)[C@H]1O do in these assays?
hiPSC survival: -1.2; Cardio protect: 9; CaV13 FRET inh: -6; aDG glyco up: 0.1; Glyco luc inh: 3; m5-HT2A agonist: 0; Vif inh: 18; ABCB6 inh MLPCN: 97; PDI turbidity: 2; Exocytosis inh: 1

How did O=C(CSc1nnc(SCc2ccc(Cl)cc2)s1)N/N=C/c1ccc(C(=O)O)cc1 do in these assays?
hiPSC survival: -0.7; Cardio protect: -12; CaV13 FRET inh: -12; aDG glyco up: 0.1; Glyco luc inh: -1; m5-HT2A agonist: -2; Vif inh: -12; ABCB6 inh MLPCN: 102; PDI turbidity: 5; Exocytosis inh: -7

What do the screens show for `Cc1cccc(COCC(Cc2ccccc2)N2CCN(C(=O)c3cccc(C)c3)CCC2=O)c1` (stereo unspecified)?
hiPSC survival: -0.6; Cardio protect: 4; CaV13 FRET inh: -2; aDG glyco up: 0.2; Glyco luc inh: -2; m5-HT2A agonist: 1; ABCB6 inh MLPCN: 93; PDI turbidity: 4; Exocytosis inh: 24

Results for CCOC(=O)c1sc(NC(=O)c2ccc(Br)o2)cc1C ?
hiPSC survival: -1.9; Cardio protect: -13; CaV13 FRET inh: -5; aDG glyco up: 0.5; Glyco luc inh: -6; m5-HT2A agonist: -7; Vif inh: -15; ABCB6 inh MLPCN: 108; PDI turbidity: 2; Exocytosis inh: 0

How did COc1ccc(/C(N)=N/O)cc1O do in these assays?
hiPSC survival: -1.1; Cardio protect: 2; CaV13 FRET inh: -14; aDG glyco up: 0.2; Glyco luc inh: 1; m5-HT2A agonist: 0; Vif inh: -2; ABCB6 inh MLPCN: 100; PDI turbidity: 8; Exocytosis inh: 2

Results for CCOC(=O)Cc1cc(=O)n2[nH]c(C)cc2n1 ?
hiPSC survival: -1.7; Cardio protect: 2; CaV13 FRET inh: -5; aDG glyco up: -0.1; m5-HT2A agonist: 5; ABCB6 inh MLPCN: 101; PDI turbidity: -4; Exocytosis inh: 6

Results for Cn1c(-c2ccc(C#N)cc2)c(C#Cc2ccccc2)c2ccccc21 ?
hiPSC survival: 0.6; Cardio protect: -14; CaV13 FRET inh: -21; aDG glyco up: 2.5; Glyco luc inh: -2; m5-HT2A agonist: -3; ABCB6 inh MLPCN: 104; PDI turbidity: -5; Exocytosis inh: -6

Results for COC(=O)C(C)N(C#N)c1nc(C)nc(C)n1 (stereo unspecified) ?
hiPSC survival: 0.6; Cardio protect: -2; CaV13 FRET inh: -7; aDG glyco up: -0.3; Glyco luc inh: 2; m5-HT2A agonist: 3; Vif inh: 5; ABCB6 inh MLPCN: 102; PDI turbidity: 15; Exocytosis inh: 0

What do the screens show for `CCOc1ccc(C(NC(=O)CC)c2c(O)ccc3ccccc23)cc1` (stereo unspecified)?
hiPSC survival: -1.0; Cardio protect: 3; CaV13 FRET inh: -21; aDG glyco up: 0.1; Glyco luc inh: 9; m5-HT2A agonist: 4; Vif inh: 9; ABCB6 inh MLPCN: 97; PDI turbidity: -5; Exocytosis inh: -3

What do the screens show for `COc1ccc(NC(=O)CN(C)C(=O)CCC2CCCC2)cc1`?
hiPSC survival: -0.5; Cardio protect: 1; CaV13 FRET inh: -5; aDG glyco up: -0.2; Glyco luc inh: 3; m5-HT2A agonist: 2; Vif inh: 2; ABCB6 inh MLPCN: 98; PDI turbidity: 5; Exocytosis inh: 18

Results for CCOC(=O)c1nc(Nc2ccc(C(C)=O)cc2)c2ccccc2n1 ?
hiPSC survival: 1.9; Cardio protect: 82*; CaV13 FRET inh: -7; aDG glyco up: 0.0; Glyco luc inh: 3; m5-HT2A agonist: -4; ABCB6 inh MLPCN: 102; PDI turbidity: 14; Exocytosis inh: 20

How did O=C(COc1cc2oc(=O)c3c(c2cc1Cl)CCC3)NCCCN1CCOCC1 do in these assays?
hiPSC survival: 0.2; Cardio protect: 0; CaV13 FRET inh: -12; aDG glyco up: 0.1; Glyco luc inh: 4; m5-HT2A agonist: 0; Vif inh: 16; ABCB6 inh MLPCN: 96; PDI turbidity: 2; Exocytosis inh: -2

Results for COCCn1nnnc1C(CC(C)C)N1CCN(C(=O)c2ccco2)CC1 (stereo unspecified) ?
hiPSC survival: 7.3; Cardio protect: -5; CaV13 FRET inh: 1; aDG glyco up: -0.2; Glyco luc inh: 1; m5-HT2A agonist: 0; Vif inh: 16; ABCB6 inh MLPCN: 90; PDI turbidity: -9; Exocytosis inh: 0

Results for O=C(COc1ccccc1)N1CCc2ccccc21 ?
hiPSC survival: 0.3; Cardio protect: -11; CaV13 FRET inh: -7; aDG glyco up: 0.1; Glyco luc inh: -1; m5-HT2A agonist: 0; Vif inh: 3; ABCB6 inh MLPCN: 101; PDI turbidity: 7; Exocytosis inh: -3

What do the screens show for `CCCNC(=O)c1ccc(S(=O)(=O)c2ccc(OC)cc2)c([N+](=O)[O-])c1`?
hiPSC survival: -0.3; Cardio protect: -15; CaV13 FRET inh: -3; aDG glyco up: 0.5; Glyco luc inh: -17; m5-HT2A agonist: 1; Vif inh: -8; ABCB6 inh MLPCN: 100; PDI turbidity: 4; Exocytosis inh: 3

What do the screens show for `Clc1nssc1=Nc1nncs1`?
hiPSC survival: -0.6; Cardio protect: 9; CaV13 FRET inh: -10; aDG glyco up: 0.0; Glyco luc inh: 2; m5-HT2A agonist: -2; Vif inh: 59; ABCB6 inh MLPCN: 99; PDI turbidity: -2; Exocytosis inh: -4

Results for O=C(NC1CC1)C1CCN(C2CCN(C(=O)/C=C/c3cccs3)CC2)CC1 ?
hiPSC survival: -0.5; Cardio protect: -2; CaV13 FRET inh: 3; aDG glyco up: -0.1; Glyco luc inh: 3; m5-HT2A agonist: -4; Vif inh: 11; ABCB6 inh MLPCN: 105; PDI turbidity: 1; Exocytosis inh: 0

How did COc1ccc(CCNC(=O)C(=O)c2c[nH]c3ccccc23)cc1OC do in these assays?
hiPSC survival: 0.8; Cardio protect: 4; CaV13 FRET inh: -18; aDG glyco up: 0.0; Glyco luc inh: 3; m5-HT2A agonist: -6; Vif inh: 0; ABCB6 inh MLPCN: 102; PDI turbidity: -1; Exocytosis inh: -7

What do the screens show for `Cn1c(CO)cnc1SCC(=O)c1ccc(Cl)cc1`?
hiPSC survival: -0.9; Cardio protect: -6; CaV13 FRET inh: -6; aDG glyco up: 0.3; Glyco luc inh: -4; m5-HT2A agonist: 0; Vif inh: -1; ABCB6 inh MLPCN: 97; PDI turbidity: -2; Exocytosis inh: -2

Results for CCC1CCC2(CC1)NC(=O)N(CC(=O)N1CCc3ccccc31)C2=O (stereo unspecified) ?
hiPSC survival: 1.3; Cardio protect: -2; CaV13 FRET inh: -6; aDG glyco up: -0.2; Glyco luc inh: 2; m5-HT2A agonist: 4; Vif inh: 15; ABCB6 inh MLPCN: 101; PDI turbidity: -9; Exocytosis inh: 6

How did COc1ccccc1NC(CC(=O)c1ccccc1)C(=O)OCC(=O)c1ccc(C)cc1 (stereo unspecified) do in these assays?
hiPSC survival: -0.7; Cardio protect: -26; CaV13 FRET inh: -5; aDG glyco up: 0.2; Glyco luc inh: -12; m5-HT2A agonist: 0; ABCB6 inh MLPCN: 96; PDI turbidity: 8; Exocytosis inh: -2

Results for O=C(CSc1nc(=O)n(CCCN2CCOCC2)c2c1CCCC2)Nc1ccc(Cl)cc1 ?
hiPSC survival: -0.2; Cardio protect: -1; CaV13 FRET inh: -4; aDG glyco up: -0.1; Glyco luc inh: -1; m5-HT2A agonist: -11; Vif inh: 1; ABCB6 inh MLPCN: 104; PDI turbidity: -3; Exocytosis inh: 0

Results for Cc1cc(C)cc(OCC(O)CN2CC(C)OC(C)C2)c1 (stereo unspecified) ?
hiPSC survival: 1.0; Cardio protect: -2; CaV13 FRET inh: -21; aDG glyco up: 0.1; Glyco luc inh: 3; m5-HT2A agonist: -5; Vif inh: 8; ABCB6 inh MLPCN: 90; PDI turbidity: 2; Exocytosis inh: -10

How did CCOc1cccc(C2C(C(=O)c3ccc(C)o3)=C(O)C(=O)N2Cc2ccccc2)c1 (stereo unspecified) do in these assays?
hiPSC survival: -0.2; Cardio protect: 4; aDG glyco up: 0.0; Glyco luc inh: 0; m5-HT2A agonist: -2; Vif inh: -12; ABCB6 inh MLPCN: 98; PDI turbidity: -5; Exocytosis inh: 3

Results for Cc1ccc(/C(N)=N/OC(=O)N2CCOCC2)cc1 ?
hiPSC survival: -3.7; Cardio protect: 13; CaV13 FRET inh: -7; aDG glyco up: 0.0; Glyco luc inh: 3; m5-HT2A agonist: 1; Vif inh: 12; ABCB6 inh MLPCN: 104; PDI turbidity: 4; Exocytosis inh: 0

What do the screens show for `CCC12CN3CC(CC)(CN(C1)C3c1ccccc1Cl)C2O` (stereo unspecified)?
hiPSC survival: 1.1; Cardio protect: 5; CaV13 FRET inh: -3; aDG glyco up: 0.4; Glyco luc inh: 2; m5-HT2A agonist: -3; Vif inh: 4; ABCB6 inh MLPCN: 95; PDI turbidity: 0; Exocytosis inh: -2

Results for Cc1cc(-c2ccc(Cl)cc2)n2nc(N)nc2n1 ?
hiPSC survival: -0.7; Cardio protect: -5; CaV13 FRET inh: -5; aDG glyco up: 0.7; Glyco luc inh: 6; m5-HT2A agonist: 2; Vif inh: 0; ABCB6 inh MLPCN: 99; PDI turbidity: 22; Exocytosis inh: 0

What do the screens show for `Cc1ccc(N(CC(=O)Nc2c(C)cccc2C)S(C)(=O)=O)cc1`?
hiPSC survival: -0.3; Cardio protect: 4; CaV13 FRET inh: -1; aDG glyco up: 0.0; Glyco luc inh: 1; m5-HT2A agonist: 7; Vif inh: -5; ABCB6 inh MLPCN: 97; PDI turbidity: 0; Exocytosis inh: 2

What do the screens show for `COc1ccc(-c2ccc(C(=O)NCC(C)C)c3occc23)c(C)c1`?
hiPSC survival: 0.3; Cardio protect: -5; CaV13 FRET inh: -6; aDG glyco up: 0.9; Glyco luc inh: -2; m5-HT2A agonist: -2; Vif inh: -30; ABCB6 inh MLPCN: 96; PDI turbidity: 1; Exocytosis inh: -1

What do the screens show for `COc1ccc2c(C)cc(N3CCN(Cc4ccccc4)CC3)nc2c1`?
hiPSC survival: -0.3; Cardio protect: -1; CaV13 FRET inh: -21; aDG glyco up: 0.0; Glyco luc inh: 2; m5-HT2A agonist: -11; Vif inh: 22; ABCB6 inh MLPCN: 100; PDI turbidity: -40; Exocytosis inh: -4

Results for O=[N+]([O-])c1cccc(CSC2=NCCN2S(=O)(=O)c2ccccc2)c1 ?
hiPSC survival: 0.3; Cardio protect: -7; aDG glyco up: 0.4; Glyco luc inh: -2; m5-HT2A agonist: -4; Vif inh: 0; ABCB6 inh MLPCN: 103; PDI turbidity: 1; Exocytosis inh: -2

Compounds shown so far that have a thiophene ring, fused or not (two):
Results for CCOC(=O)c1sc(NC(=O)c2ccc(Br)o2)cc1C ?
hiPSC survival: -1.9; Cardio protect: -13; CaV13 FRET inh: -5; aDG glyco up: 0.5; Glyco luc inh: -6; m5-HT2A agonist: -7; Vif inh: -15; ABCB6 inh MLPCN: 108; PDI turbidity: 2; Exocytosis inh: 0

Results for O=C(NC1CC1)C1CCN(C2CCN(C(=O)/C=C/c3cccs3)CC2)CC1 ?
hiPSC survival: -0.5; Cardio protect: -2; CaV13 FRET inh: 3; aDG glyco up: -0.1; Glyco luc inh: 3; m5-HT2A agonist: -4; Vif inh: 11; ABCB6 inh MLPCN: 105; PDI turbidity: 1; Exocytosis inh: 0
